From PubChem BioAssay
Epigenetic derep: regulators of epigenetic silencing causing reporter derepression in mouse cells | hit rate 0.2% among 280,000 | Potency, µM (series often up to 53.9 µM), inactives show top-dose GFP activation, most hits filed as activators | murine LDR cells, GFP reporter derepression, 30 h; further: % of control where 0% means no effect; nearly all actives have a fitted effect of over 60% in size
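Reporter derepression read as number of fluorescent GFP-positive objects, 20-120 um in size, counted by laser-scanning cytometer. Mouse LDR line with an epigenetically silenced CMV-GFP locus; compound incubation 30 h, 37 C.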
GAA glycogen: inhibitors or activators of human alpha-glucosidase glycogen cleavage; P10253; recombinant GAA, glycogen substrate, Amplex Red glucose oxidase fluorescence; Potency, µM (top dose mostly 76.4 µM), for the others: top-dose activity change, negative = inhibition, usual class: inhibitors; hit rate 0.38% among 300,000;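 further: 0% = full enzyme reaction and -100% = no-enzyme basal signal; the screen sought inhibitors and activators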
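Recombinant human enzyme (4 nM); glycogen substrate; 37 C, 40 min, pH 5.0. Readout: coupled glucose oxidase/Amplex Red fluorescence.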
Tau fluor cs: counter-screen for tau fibril formation inhibitors. tau K18 P301L Alexa594 fluorescence, heparin fibrillization. Potency, µM (series often up to 57.7 µM), inactives show top-dose activity change, negative = decrease. hit rate 0.93% among 280,000; further: on the % scale 0 is the no-effect control and ±100 the full control effect; nearly all actives have a fitted effect of over 55% in size
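Human tau K18 P301L (15 uM unlabeled, 0.24 uM Alexa 594-labeled) in 100 mM sodium acetate pH 7 with 20 uM heparin, 6 hr at 37 C. ThT 30 uM added, 1 hr ambient; Alexa 594 FP and total fluorescence read at 555/632 nm.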
Active calls of the source: *; u = inconclusive; x = not tested or not shown; & = joins results of further samples; [ ] = remark or other dose. The call rests on the fitted dose curve; in most records, active means well fitted curve in the direction sought with a large enough effect; inconclusive means small, poorly fitted or top-dose-only effect, or another doubt; inactive means no such curve, though single readings can be large; an effect the other way counts as inactive or inconclusive. Potency means the concentration at half of the fitted maximal effect. Only part of the results is shown; the hit share may differ from the screen's.

molecule,Epigenetic derep,GAA glycogen,Tau fluor cs
Fc1ccc(-c2cn3cc(Cc4ccccc4Cl)sc3n2)cc1,3.8%,-3%[76.3 µM],-25%
CCc1ccc(S(=O)(=O)c2nnn3c2nc(N2CCN(CC)CC2)c2sccc23)cc1,-1.5%,20%[76.3 µM],-22%
CC(C)c1ccc2oc(-c3ccc(Cl)c(NC(=O)c4cccs4)c3)nc2c1,0.0%,5%[76.3 µM],-20%
Cc1ccc(Cn2cc(C(=O)c3ccc4c(c3)OCO4)c(=O)c3cc(C)ccc32)cc1,-1.1%,9%[76.3 µM],-6%
CC1CCN(C(=O)c2cc(-c3ccc(Br)cc3)on2)CC1,0.8%,-9%[76.3 µM],0%
CCOc1ccc(C2C(C(N)=O)=C(C)Nc3nc(-c4ccc(OC)cc4)nn32)cc1 (centres undefined),-0.6%,-3%[76.3 µM],-9%
CSc1nn(Cc2ccc(Cl)cc2)c(N(C(C)=O)C(C)=O)c1S(=O)(=O)c1ccccc1,-0.9%,-19%[76.3 µM],-10%
Cc1ccc(-c2cc(C(F)(F)F)n3nc(C(=O)Nc4sc5c(c4C#N)CCC(C)C5)cc3n2)cc1 (centres undefined),-1.1%,7%[76.3 µM],-16%
Cc1ccc(CNC(=O)c2ccc(N3Cc4ccccc4Oc4ncccc43)s2)cc1,-3.2%,9%[76.3 µM],-24%
CCOC(=O)N1CCN(S(=O)(=O)N2CCCC(C(=O)NCc3cccc(OC)c3)C2)CC1 (centres undefined),1.2%,-1%[76.3 µM],2%
COc1ccccc1C(=O)NCCn1cc(SCC(=O)Nc2ccccc2F)c2ccccc21,3.2%,-3%[76.3 µM],-23%
CCOC(=O)C1=C(c2ccccc2)Nc2ncnn2C1c1ccc(Cl)cc1 (centres undefined),-1.8%,8%[76.3 µM],-13%
CCc1ccc2c(c1)c(=O)c(S(=O)(=O)c1ccccc1)cn2CC(=O)Nc1cc(C)ccc1C,0.0%,12%[76.3 µM],-10%
Cc1ccc(NC(=O)c2oc3ccccc3c2NC(=O)c2ccc(F)c(F)c2)cc1,-2.3%,u,-26%
CCOc1ccc(C(=O)Nc2ccc3oc(-c4ccncc4)nc3c2)cc1,-0.6%,-11%[76.3 µM],-7%
CCOc1cc(CNS(=O)(=O)c2ccc3c(c2)CC(=O)N3C)cc(OCC)c1OCC,-1.6%,-4%&-10%[76.3 µM],4%
COc1ccc(CNCc2c(C(=O)O)c(C)n(Cc3ccccc3C)c2C)c(OC)c1,4.1%,-13%[76.3 µM],-6%
COc1ccc(-c2nc(CSCC(=O)N3CCN(c4cc(Cl)ccc4C)CC3)c(C)o2)cc1,0.0%,9%[76.3 µM],-14%
Cc1cccc(OCCOCCn2c(-c3ccc(Cl)cc3)nc3ccccc3c2=O)c1C,6.2%,-2%[76.3 µM],-17%
Cc1ccc(S(=O)(=O)c2[nH]c(-c3ccccc3)nc2SCC(N)=O)cc1,1.6%,-5%[76.3 µM],-12%
Cc1ccc(C(C)C)c(OCC(=O)Nc2ccc(S(=O)(=O)Nc3onc(C)c3C)cc2)c1,-1.6%,-1%[76.3 µM],-3%
COc1cccc(C2c3c(oc4cc(C)cc(C)c4c3=O)C(=O)N2CCc2ccc(OC)c(OC)c2)c1 (centres undefined),-2.9%,-1%[76.3 µM],-7%
O=C(CSc1nc2c(oc3ccccc32)c(=O)n1-c1ccccc1)Nc1ccc(F)c(Cl)c1,0.0%,14%[76.3 µM],-21%
CCOc1ccc(CCNC(=O)CCn2c(=O)c3cccn3c3ccc(F)cc32)cc1OCC,3.9%,-10%[76.3 µM],-22%

Structural class: those above with a furan ring, fused or not.
molecule,Epigenetic derep,GAA glycogen,Tau fluor cs
Cc1ccc(NC(=O)c2oc3ccccc3c2NC(=O)c2ccc(F)c(F)c2)cc1,-2.3%,u,-26%
O=C(CSc1nc2c(oc3ccccc32)c(=O)n1-c1ccccc1)Nc1ccc(F)c(Cl)c1,0.0%,14%[76.3 µM],-21%

Continuation:
molecule,Epigenetic derep,GAA glycogen,Tau fluor cs
COc1cc(-c2nnn(CC(=O)Nc3ccc(OC(F)(F)F)cc3)n2)cc(OC)c1OC,0.0%,7%[76.3 µM],u
COCCNC(=O)Cn1c(=O)c2cccn2c2ccc(F)cc21,0.8%,19%[76.3 µM],-17%
Cc1cc(C)cc(NC(=O)C2CCN(S(=O)(=O)c3c(C)noc3/C=C/c3ccco3)CC2)c1,7.5%,-7%[76.3 µM],-21%
CCOc1ccc(N(CC)S(=O)(=O)N2CCCC(C(=O)Nc3ccc(OC)c(OC)c3)C2)cc1 (centres undefined),0.4%,-18%[76.3 µM],-25%
CCOc1ccccc1-n1c(N)c(C(=O)OC)c2nc3ccccc3nc21,-2.1%,-7%[76.3 µM],-3%
O=C(O)CCCNc1cc(N2CCN(C3CCCCC3)CC2)c2noc3c2c1C(=O)c1ccccc1-3,12%,12%[76.3 µM],u
COc1ccccc1NC(=O)C1=C(C)Nc2nc(SCc3ccccc3Cl)nn2C1c1ccncc1 (centres undefined),1.6%,9%[76.3 µM],-8%
Cc1cn2c(=O)cc(COc3cc(C)c(Cl)c(C)c3)nc2s1,7.2%,-11%[76.3 µM],0%
CCCCN(C)CCNC(=O)Cn1ncc2c([nH]c3ccccc32)c1=O,-1.2%,-6%[76.3 µM],-11%
COc1ccc(NC(=O)c2cn(-c3ccccc3)nc2-c2ccc(C)cc2)cc1,-1.6%,8%[76.3 µM],u
COc1ccc2oc(=O)cc(CN3CCN(C(=O)c4ccccc4)CC3)c2c1,-0.7%,12%[76.3 µM],6%
Cc1nc2scc(C)n2c(=O)c1S(=O)(=O)NCCc1ccccc1,-0.2%,-2%&1%[76.3 µM],-10%
CC(C)c1ccc2occ(CC(=O)Nc3ccccc3Cl)c2c1,-0.8%,-8%[76.3 µM],-14%
CCCn1c2ccccc2c2cnn(CC(=O)NCCc3ccc(C)cc3)c(=O)c21,6.2%,-2%[76.3 µM],1%
Cn1c(=O)n(C)c2cc(N3CCOCC3)c(NS(=O)(=O)c3ccc(F)cc3)cc21,5.2%,3%[76.3 µM],-7%
COc1cc2c(C(=O)Nc3ccc(C)cc3Br)cn(C)c(=O)c2cc1OC,2.1%,-2%[76.3 µM],-12%
Clc1ccc(Nc2c(-c3ccccc3Cl)nc3ccc(Cl)cn23)cc1,-0.9%,u,-20%
COc1ccccc1NC(=O)C(Cc1ccccc1)NS(=O)(=O)c1cccc2nsnc12 (centres undefined),0.1%,4%[76.3 µM],-12%
O=C(O)CCc1ccc(-c2ccccc2)n1-c1cccc(Br)c1,-1.9%,10%[76.3 µM],-14%
CCN(CC)CCCNc1cc(-c2ccccc2)nc(C)n1,-0.8%,7%[76.3 µM],7%
CCOc1ccccc1C(=O)N(Cc1cc(OC)c(OC)c(OC)c1)C1CCS(=O)(=O)C1 (centres undefined),0.0%,-1%[76.3 µM],-3%
O=C(NCCc1ccccc1)c1ccc2c(c1)N(Cc1ccccc1)C(=O)c1ccccc1S2(=O)=O,-0.3%,-2%[76.3 µM],-22%
Cc1ccc(CNC(=O)c2ccc3nc(N4CCCCC4)sc3c2)cc1,-3.2%,20%[76.3 µM],-3%
Cc1oc2cc3oc(=O)c(CC(=O)N4CCCCC4)c(C)c3cc2c1C,2.0%,-2%[76.3 µM],-3%
CCOc1ccc(NS(=O)(=O)c2cc(Br)cc3c2N(C(=O)C2CC2)CC3)cc1,0.0%,-6%[76.3 µM],-7%
Cc1sc2c(c1C)c(=O)n(-c1ccc(Cl)cc1)c(=O)n2Cc1cc(=O)n2cc(Br)ccc2n1,1.3%,0%[76.3 µM],-14%
Cc1cccc(N2CCN(C(=O)CN3C(=O)COc4ccc(S(=O)(=O)N5CCC(C)CC5)cc43)CC2)c1C,-1.2%,7%[76.3 µM],-3%
Cc1ccc2c(=O)cc(C(=O)Nc3nnc(C)s3)oc2c1,-1.9%,16%[76.3 µM],-15%
CCc1cc(=O)oc2cc(C)c3c(-c4ccc(F)cc4)coc3c12,3.1%,14%[76.3 µM],-8%
Cc1cccc(NC(=O)CCn2cnnn2)c1C,7.5%,-6%[76.3 µM],3%
CCCN1C(=O)C2(c3ccccc31)c1c(oc3ccccc3c1=O)C(=O)N2CCCOC(C)C (centres undefined),-1.9%,13%[76.3 µM],-8%
Cn1c(=O)c2c(-c3ccccc3)n3c(c2n(C)c1=O)C(c1cc(Cl)ccc1O)Nc1ccccc1-3 (centres undefined),2.0%,8%[76.3 µM],-24%
O=S(=O)(c1ccc(Cl)cc1Cl)n1ccnc1,9.7%,-12%[76.3 µM],-14%
CSc1ccc(CCNC(=O)CCc2c(C)nc3c(c(C)nn3-c3ccc(C)c(C)c3)c2C)cc1,-1.1%,17%[76.3 µM],-16%
Cc1ccc(NC(=O)c2ccc3snnc3c2)cc1Cl,-0.8%,1%[76.3 µM],-15%
Cc1ccc(C(=O)O)cc1-n1c(C)ccc1-c1ccccc1,-0.8%,9%[76.3 µM],-1%
CCOC(=O)c1ccccc1NC(=O)CSc1nc2ncccc2[nH]1,-0.2%,-8%[76.3 µM],-16%
CC(C)(C)C1CCc2c(sc(NC(=O)c3ccccc3F)c2C(=O)NCc2ccco2)C1 (centres undefined),-0.3%,17%[76.3 µM],-16%
CCc1ccccc1NC(=O)CSc1nc(-c2ccccc2OC)nc2c1Cc1c(CO)cnc(C)c1O2,14%,22%[76.3 µM],0%
O=c1oc2ccc(F)cc2cc1-c1nc(-c2cccs2)no1,1.4%,0%[76.3 µM],u
Cc1ccc(NC(=O)Cc2csc(C)n2)c(C)c1,-2.2%,12%[76.3 µM],9%
CCOc1ccccc1Nc1nc2c(S(=O)(=O)c3ccc(C)cc3)nnn2c2ccsc12,0.6%,-3%[76.3 µM],3%
CCc1ccc(S(=O)(=O)c2cn(Cc3ccccc3)c3cc(N4CCCC4)c(F)cc3c2=O)cc1,-0.4%,7%[76.3 µM],0%
CCCCOc1ccc(CN2C(=O)C(=O)c3cc(Br)cc(C)c32)cc1OC,-4.0%,-16%[76.3 µM],-27%
COc1ccc(OC)c(CCNc2nc3ccccc3c3nc(-c4cccnc4)nn23)c1,0.3%,x,-23%
CC(C)c1ccc(-c2nnc3n(CCc4ccccc4)c(=O)c4ccccc4n23)cc1,0.1%,-5%[76.3 µM],-4%
CC(C)CSc1nnc(-c2ccccc2)c(-c2ccccc2)n1,-0.3%,-8%[76.3 µM],-15%
CC(C)c1ccc(NC(=O)C2CCCN2S(=O)(=O)c2ccc3nc(-c4ccccc4)[nH]c3c2)cc1 (centres undefined),-0.1%,8%[76.3 µM],11µM*[quencher]

Given with values under each structure: entries from further up
Every second line gives: Epigenetic derep	GAA glycogen	Tau fluor cs
O=c1oc2ccc(F)cc2cc1-c1nc(-c2cccs2)no1
    1.4%	0%[76.3 µM]	u
CC(C)CSc1nnc(-c2ccccc2)c(-c2ccccc2)n1
    -0.3%	-8%[76.3 µM]	-15%

(further entries)
molecule,Epigenetic derep,GAA glycogen,Tau fluor cs
CCOC(=O)C1CCN(C(=O)Cn2ncc3c4ccccc4n(Cc4ccccc4F)c3c2=O)CC1,0.6%,-4%[76.3 µM],1%
CCN(CC)S(=O)(=O)c1ccc(OC)c(NC(=O)c2sc3ccccc3c2Cl)c1,1.0%,-4%[76.3 µM],-10%
COc1ccc(N(C)C(=O)CCS(=O)(=O)c2cccc3nsnc23)cc1,-1.1%,9%,-12%
Cc1ccc(C)c(N2CCN(CCCNC(=O)c3ccc4nc(N5CCCCC5)sc4c3)CC2)c1,4.1%,-18%[76.3 µM],-29%
O=C(COc1ccc(Cl)cc1)Nc1sc2c(c1C(=O)Nc1cccc(Cl)c1)CCCC2,-1.6%,10%[76.3 µM],-8%
O=C(c1ccccc1)N1CCN(CCc2ccccn2)CC1,-1.6%,-2%,-1%
COc1cc(-c2nnc(SCCOc3ccc(Cl)cc3)o2)cc(OC)c1OC,-2.5%,15%[76.3 µM],-3%
Cc1cc(C)c(NC(=O)CSc2nc3nccnc3c(=O)n2CCc2c[nH]c3ccccc23)c(C)c1,2.5%,9%[76.3 µM],-10%
COc1ccc(OC)c(NC(=O)c2cn3c4c(ccc(Cl)c4c2=O)OC(C)C3)c1 (centres undefined),7.4%,6%[76.3 µM],-10%

Copied from the list.
Cc1cc(C)c(NC(=O)CSc2nc3nccnc3c(=O)n2CCc2c[nH]c3ccccc23)c(C)c1 in Tau fluor cs = -10%
COc1cc(-c2nnc(SCCOc3ccc(Cl)cc3)o2)cc(OC)c1OC in GAA glycogen = 15%[76.3 µM]
